Ins promoter up: insulin promoter activators in MIN6 cells, imaging, high-content screening, mouse beta cells; AID 1625, 2009; z-score at 5 µM; MIN6 insulin promoter-GFP reporter; hits give high values; 0.3% of 190,000 active;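 active = z-score above 3 at 5 µM with at least 500 cells counted in the well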
T cell modulator: modulators of CD8 T cell-vesicle binding, primary screen, mouse 2C CD8+ T cells, flow cytometry | calls only at 7 µM | 2C CD8+ T cell-vesicle binding; hits give low values | 0.068% of 330,000 active;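 active = response, share of CD8 T cells binding vesicles, and their 90th percentile fluorescence all below set limits, cut at about 80% in these data, passing the limit was not always enough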
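Also added: QL9-peptide-loaded Drosophila micro-vesicles bearing Ld, ICAM-1 and B7-1; Test system: purified 2C TCR transgenic mouse naive CD8+ T cells; Measured by: cytometric PE anti-B7-1 and Alexa647 anti-CD8 signals after 1% paraformaldehyde fixation; Timing: binding step 1.5 h, 37 °C, antibody labelling 20 min, ice.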
Dynein cargo inh: inhibitors of GR-EGFP nuclear translocation, primary screen, dynein cargo transport inhibitor project, imaging, high-content, 3617.4 mouse cells. test concentration mostly 20 µM; stimulated with dexamethasone, 1 µM; hits give low values. z-score, hits read low. 0.47% of 220,000 active;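 active = plate z-score of nuclear minus cytoplasmic receptor signal below a set negative limit, without overly bright fluorescence or cell loss, cut at about -3.5 in these data, passing the limit was not always enough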;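 note: z-score of nuclear minus cytoplasmic ring GR-EGFP intensity difference per well; some compounds called inactive have numbers as strong as hits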
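Buffer or medium: tet-free medium with charcoal-stripped serum / Also added: dexamethasone agonist, 1.0 µM final, for 30 min / Timing: induction 48 h, compound 1 h, agonist 30 min / Measured by: high-content fluorescence imaging after fixation / Read-out: nuclear-to-cytoplasmic GR-EGFP distribution per well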
Hep lipid drop: inhibitors of hepatocyte lipid droplet formation, primary screen, imaging, high-throughput imaging, BODIPY stain; AID 1656, 2009; AML12 mouse hepatocytes, oleate lipid droplets; 0.4% of 240,000 active; inhibition, % at 6.5 µM;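 active = lipid droplet intensity inhibited by at least 50%, with more than 500 cells counted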
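Assay system: AML12 hepatocytes (mouse) / Also added: 100 µM oleic acid challenge / Times: overnight treatment with compound plus oleate / Detection: high-content imaging of BODIPY-stained droplets and DAPI nuclei / Evaluation: % inhibition of lipid droplet signal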
MT stabilize HCS: microtubule stabilizers in HeLa cells, primary screen, imaging, high-content imaging. HeLa tubulin immunostaining HCS, 24 h; share of cells brighter than vehicle mean+2SD. % tubulin-high responders, % at 10 µM. 0.83% of 200,000 active;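 active = plate Z-score above 3 for both tubulin-high and condensed-nucleus cell shares, with cell loss under 80%, at 10 µM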;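 note: anti alpha tubulin signal scored within the nucleus-defined area of each cell; some results filed as inactive read as strong as hits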
CSM14.1 death rescue: rescue of cells from ER stress-induced death, primary screen, 384-well, CSM14.1, thapsigargin, ATP luminescence (AID 1222) | 190,000 tested, under 10 active | one-dose cellular ATP content (survival), % at 20 µM; EC50 in µM for titrated hits | CSM14.1 thapsigargin-induced death rescue, ATP luminescence; higher % means a stronger effect;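 active = EC50 below 50 µM in the dose-response confirmation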;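 note: death triggered by thapsigargin at about 15 µM added after 2 h compound pretreatment; cell ATP read after overnight thapsigargin exposure of roughly 18 to 22 hours; normalized against plate controls of thapsigargin alone and 5% DMSO vehicle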
Salmonella PhoP GFP: inhibitors of PhoP regulon expression, primary screen, Salmonella Typhimurium, GFP reporter (AID 1863). 0.16% of 300,000 active. one-dose inhibition, % at 50 µM; IC50 in µM for titrated hits. S. Typhimurium PhoP-regulated promoter GFP reporter, 4 h; higher % means a stronger effect;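 active = inhibition over 29.93%, a cutoff 3 SD above the screen mean, later confirmed by dose response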;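 note: 0% = low Mg2+ inducing control and 100% = high Mg2+ repressing control; strong numbers were not always called active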
bCat nuc transl: modulators of beta-catenin nuclear translocation, primary screen, imaging, HeLa cells, immunofluorescence, high-content. nuclear translocation activity, % at 5 µM. 0.3% of 190,000 active. AID 1665, 2009;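 active = nuclear translocation activity above 50% at 5 µM, with a well cell count of 50 or more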;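 note: per-cell ratio of nuclear to cytoplasmic median beta-catenin stain intensity; plate controls were DMSO negative control for no effect and GSK-3 inhibitor IX positive control for full effect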
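Test system: HeLa cells, endogenous beta-catenin; Compound: single 5 µM dose plus 0.02–20 µM confirmation series; Times: compound exposure 24 h at 37°C; Signal: fluorescence imaging of beta-catenin antibody stain plus DAPI; Read-out: % activation, nuclear-to-cytoplasmic median beta-catenin signal ratio per cell.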
Autophagy HCS: autophagy modulators in MEF cells, primary screen, imaging, high-content, MEF GFP-LC3. calls only at 10 µM (by protocol). AID 463193, 2010. MEF GFP-LC3 puncta imaging; test concentration mostly 10 µM. 0.98% of 190,000 active;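 active = percentage of spot-positive cells more than 3 SD above its plate mean, without a fluorescence outlier flag or 80% toxicity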;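 note: spot-positive cell cutoff set from DMSO-treated cells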
Dynein cargo inh cytoplasmic EGFP: further read-out of Dynein cargo inh, marked with its call; z-score; measured here: cytoplasmic GR-EGFP intensity; hits give high values
Dynein cargo inh nuclear GR-EGFP: recorded beside Dynein cargo inh, whose call it bears; z-score; measured here: nuclear GR-EGFP intensity;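 lower value marks the stronger effect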
Dynein cargo inh cell count: also measured in Dynein cargo inh; calls as there; z-score; measured here: cell count per field
Ins promoter up cell count: further read-out of Ins promoter up, marked with its call; cell count; measured here: cytotoxicity, nuclei count;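 total cells summed across four imaged fields per well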
Hep lipid drop cells 6.5 µM: second read-out of Hep lipid drop, no call of its own (marks repeat the call); cell count; measured here: cell count, cytotoxicity flag;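 cells counted across two imaged fields per well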
bCat nuc transl cell count 5 µM: further read-out of bCat nuc transl, marked with its call; cell count; measured here: cell count, cytotoxicity flag
T cell modulator vesicle-bound %: second read-out of T cell modulator, no call of its own (marks repeat the call); double positive events, %; measured here: CD8+ vesicle-bound cell fraction;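 binding gate set so that unloaded-vesicle control wells show 10% double positive cells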
MT stabilize HCS Hoechst-high %: recorded beside MT stabilize HCS, whose call it bears; % Hoechst-high responders; measured here: nuclear condensation Hoechst responders;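 share of cells brighter than vehicle mean plus two SD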
MT stabilize HCS cytotoxicity %: second read-out of MT stabilize HCS, no call of its own (marks repeat the call); toxicity, %; measured here: cytotoxicity by cell density;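 0% = mean cell density of plate MIN control wells and 100% = no cells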
Autophagy HCS cell loss 18 h: second read-out of Autophagy HCS, no call of its own (marks repeat the call); toxicity, %; measured here: cell loss, nuclei count;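 cell loss after 18 h compound exposure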
Numbers without * were called inactive; i = inactive; · = not tested or not shown; + = active, no number; & = joins results of further samples.

SMILES	Ins promoter up	Ins promoter up cell count	T cell modulator	T cell modulator vesicle-bound %	Dynein cargo inh	Dynein cargo inh cytoplasmic EGFP	Dynein cargo inh nuclear GR-EGFP	Dynein cargo inh cell count	Hep lipid drop	Hep lipid drop cells 6.5 µM	MT stabilize HCS	MT stabilize HCS Hoechst-high %	MT stabilize HCS cytotoxicity %	CSM14.1 death rescue	Salmonella PhoP GFP	bCat nuc transl	bCat nuc transl cell count 5 µM	Autophagy HCS	Autophagy HCS cell loss 18 h
CC(C)(C)n1nnnc1C(c1ccncc1)N(Cc1ccccc1)Cc1ccco1 (stereo unspecified)	-0.29	1194	i	13	-0.3	-0.007	0.067	0.32	-48	623	1.2	1.4	5.4	-1.8%	3%	3.6	1081	i	4
Cc1ccc(-n2c(SCC(=O)N3Cc4ccccc4CC3C(=O)O)nnc2-c2cccnc2)c(C)c1 (stereo unspecified)	-0.41	1553	i	54	-0.54	-0.21	-0.44	0.22	-13	669	2.8	2.2	5.8	-1.9%	-6%	1.0	1038	i	2
CCn1c(SCC(=O)Nc2sc(C)c(C)c2C#N)nnc1C(C)C	0.84	864	i	36	0.67	-0.31	0.66	-0.63	6	700	4.0	3.1	15	-2.4%	-8%	-0.3	1157	i	-6
Cc1ccnc(NS(=O)(=O)c2cc(C(F)(F)F)ccc2Cl)c1	0.29	1452	i	27	-0.59	-0.17	-0.35	-0.25	-22	702	·	·	·	·	-6%	-0.7	1111	·	·
O=C(NCc1ccccn1)c1ccc(NC(=O)c2ccco2)cc1	1.2	1184	i	38	-0.54	-0.22	-1	1.7	9	813	3.8	2.2	5.6	-1.6%	3%	·	·	i	-9
Cc1cccc[n+]1C1C(c2ccc([N+](=O)[O-])cc2)C(C#N)=C(C(=C=[N-])C#N)NC1(O)C1CC1 (stereo unspecified)	0.36	1176	i	28	0.62	-0.075	0.36	-1.4	-8	667	2.7	3.2	11	0.5%	-18%	-0.5	1031	i	1
Cc1ccc(SCc2nc3ccccc3[nH]2)cc1	1.6	1370	i	32	-0.5	-0.12	0.45	-0.77	·	·	2.9	1.6	6.3	-2.0%	-2%	0.4	1315	i	22
COc1ccccc1CNC(=O)COc1ccc2c(c1)CCC2	-0.6	1188	i	54	-0.15	-0.33	0.73	-0.72	-19	743	1.1	1.8	7.2	2.0%	-9%	-0.1	1011	i	10
CCOC(=O)C(NC(=O)c1ccccc1)=C(C)C	0.68	746	i	34	2	-0.53	0.86	0.99	1	779	1.5	1.1	30	-0.6%	-4%	·	·	i	2
Cc1ccc(OCC(=O)N/N=C/c2cn(C)c3ccccc23)cc1	-0.3	1162	i	44	1.2	-0.14	1.2	-0.56	14	623	·	·	·	·	4%	-0.1	1267	·	·
CCCS(=O)(=O)N1CCC(C(=O)NCc2ccco2)CC1	-0.16	1529	i	10	0.02	-0.21	-0.18	0.6	·	·	3.1	1.2	4.8	-1.8%	5%	-2.7	1356	i	1
CN(C)S(=O)(=O)Nc1cccc(Br)c1	0.73&-0.26	1102&1317	i	53	-0.42&1.5	-0.24&-0.29	-0.31&0.53	0.18&-0.024	-16&-2	748&612	·	·	·	·	-5%&-6%	0.2&7.4	1321&968	·	·
Cc1ccc(Nc2c(-c3ccc(N4CCOCC4)cc3)nc3ncccn23)cc1	0.75	1062	i	27	0.82	-0.079	1.6	-1.4	-84	728	2.8	2.0	8.0	1.8%	17%	2.9	506	+	-0.7*
CC(=O)Nc1cc(ON=C(C)C)cc([N+](=O)[O-])c1	-0.09	1358	i	32	-0.63	-0.34	-0.69	1.5	1	742	2.6	2.3	3.5	-2.8%	5%	·	·	i	11
N#CC1=C2SCC(O)(c3ccccc3)N2C(=O)CC1c1ccccc1F (stereo unspecified)	-0.02	992	i	18	1.4	-0.24	0.77	-0.47	-28	773	47*	32*	63*	-1.3%	-19%	·	·	i	25
COc1ccc2nc(C)cc(Nc3ccc(N4CCOCC4)cc3)c2c1	-1.1	834	i	14	-0.25	-0.19	-0.17	0.73	2	777	1.2	1.5	13	-1.1%	-4%	-1.9	1178	i	26
CCCc1nc(N)c(C#N)c(-c2cccnc2)c1CC	-0.09	905	i	31	0.58	-0.15	0.65	-0.26	·	·	7.6	3.3	7.5	-0.7%	5%	·	·	i	11
O=C(Cc1cccc(C(F)(F)F)c1)Nc1ccccc1	-0.04	1435	i	34	-0.59	-0.34	0.063	0.048	-11	721	3.9	2.7	5.8	0.7%	2%	-2.1	1005	i	-7
C=CCn1c(Cc2nc3ccc(Cl)cc3[nH]2)n[nH]c1=S	-0.07	1177	i	53	0.5	-0.2	0.51	-0.19	0	785	6.9	3.8	6.1	0.1%	5%	0.7	1062	i	-15
COC(=O)c1c(-c2ccc(OC)c(OC)c2)csc1N	0.83	1271	i	39	-1	-0.25	-0.5	0.64	-7	685	4.0	4.2	0.6	-2.3%	0%	·	·	i	1

Overlap with the part before: 3 compounds, then new ones.
SMILES	Ins promoter up	Ins promoter up cell count	T cell modulator	T cell modulator vesicle-bound %	Dynein cargo inh	Dynein cargo inh cytoplasmic EGFP	Dynein cargo inh nuclear GR-EGFP	Dynein cargo inh cell count	Hep lipid drop	Hep lipid drop cells 6.5 µM	MT stabilize HCS	MT stabilize HCS Hoechst-high %	MT stabilize HCS cytotoxicity %	CSM14.1 death rescue	Salmonella PhoP GFP	bCat nuc transl	bCat nuc transl cell count 5 µM	Autophagy HCS	Autophagy HCS cell loss 18 h
O=C(Cc1cccc(C(F)(F)F)c1)Nc1ccccc1	-0.04	1435	i	34	-0.59	-0.34	0.063	0.048	-11	721	3.9	2.7	5.8	0.7%	2%	-2.1	1005	i	-7
C=CCn1c(Cc2nc3ccc(Cl)cc3[nH]2)n[nH]c1=S	-0.07	1177	i	53	0.5	-0.2	0.51	-0.19	0	785	6.9	3.8	6.1	0.1%	5%	0.7	1062	i	-15
COC(=O)c1c(-c2ccc(OC)c(OC)c2)csc1N	0.83	1271	i	39	-1	-0.25	-0.5	0.64	-7	685	4.0	4.2	0.6	-2.3%	0%	·	·	i	1
O=C(CN1CCCC1)Nc1ccc2c(c1)CCC2	0.86	1338	i	43	0.15	-0.34	0.13	-0.098	0	695	11	1.7	14	-0.2%	0%	-1.3	1095	i	-1
S=c1[nH]nc(COc2ccc3c(c2)OCO3)n1-c1ccccc1	1.8	1292	i	60	0.78	-0.26	0.41	0.37	1	766	4.3	2.9	5.9	-2.3%	24%	·	·	i	3
CCN(CC)S(=O)(=O)c1ccc(N2CCOCC2)c(NC(=O)Cc2ccc(Cl)cc2)c1	-1.1	1412	i	44	0.77	-0.13	0.39	-1.2	-6	641	3.6	1.9	5.2	2.2%	11%	1.4	1065	i	0
CNC(=O)CSc1nc2nc(C)cc(C)n2n1	·	·	i	42	0.36	-0.25	0.18	1.9	9	782	4.6	2.7	8.0	-0.7%	-10%	·	·	i	6
O=c1[nH]c(N2CCCCC2)nc2ncn(Cc3ccccc3)c12	·	·	i	41	-0.3	-0.22	-0.26	0.19	1	669	·	·	·	·	-3%	-1.3	1324	·	·
CSc1nc(-c2ccccc2)nn1S(=O)(=O)c1ccc(Cl)cc1	-0.38	893	i	22	0.69	-0.014	1	-1	2	795	1.5	1.1	9.8	0.0%	2%	-4.8	1232	i	-8
COCCn1c(C)cc(C(=O)COC(=O)C23CC4CC(CC(O)(C4)C2)C3)c1C	0.34	1382	i	24	-0.27	-0.047	0.0047	0.14	·	·	1.6	1.5	7.7	-1.4%	4%	-2.9	933	i	46

Screening results as filed in PubChem.
